# Screening results deposited in PubChem BioAssay by several laboratories.
# M. tuberculosis GlmU = inhibition of mycobacterial GlmU enzyme – biochemical, glucosamine-1-phosphate acetyltransferase (AID 1376). M. tuberculosis GlmU acetyltransferase enzyme assay; higher % means a stronger effect. inhibition, %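 (tested at 30 µM in the primary screen)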; hits with a dose series show IC50 in µM. hit rate 0.25% among 220,000; in the data active means inhibition above about 13%;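 further: 0% = complete reaction with vehicle and 100% = reaction without substrate; strong numbers were not always called active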
# Mtb RmlCD inh = M. tuberculosis RmlC/RmlD inhibition; P9WH09+P9WH11; RmlC+RmlD coupled enzyme assay, percent inhibition; primary screen in compound mixtures; inhibition, % at 3.6 µM; hit rate 0.03% among 160,000; in the data active means inhibition mostly above about 34%, no sharp cut-off; further: some results filed as inactive read as strong as hits
# Target sequence (P9WH09 whole entry, looked up): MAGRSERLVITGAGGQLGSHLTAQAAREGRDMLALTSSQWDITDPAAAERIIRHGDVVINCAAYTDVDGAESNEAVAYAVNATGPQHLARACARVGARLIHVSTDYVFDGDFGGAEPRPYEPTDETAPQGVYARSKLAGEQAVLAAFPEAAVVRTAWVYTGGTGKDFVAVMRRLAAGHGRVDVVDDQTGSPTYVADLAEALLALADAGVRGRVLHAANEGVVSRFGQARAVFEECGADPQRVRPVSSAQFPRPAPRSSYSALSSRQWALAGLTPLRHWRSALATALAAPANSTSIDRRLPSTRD
# Target sequence (P9WH11 whole entry, looked up): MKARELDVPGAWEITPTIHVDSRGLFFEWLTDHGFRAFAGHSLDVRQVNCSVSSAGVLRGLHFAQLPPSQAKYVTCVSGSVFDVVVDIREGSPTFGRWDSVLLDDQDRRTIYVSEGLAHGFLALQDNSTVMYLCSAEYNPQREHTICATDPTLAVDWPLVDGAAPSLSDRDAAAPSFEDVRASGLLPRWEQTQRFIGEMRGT
# * hit, by the source's call; . = no result given; & = joins results of further samples. Not all compounds are listed (hit frequency here may not be typical).
# Value order: Mtb RmlCD inh | M. tuberculosis GlmU
- O=c1oc2ccccc2nc1/C=C(\O)c1ccc(Br)cc1
 : -2 | 1.8%
- O=C1N(c2ccccc2)C[C@@H]2C[C@@H](c3cc4ccccc4o3)N3CCC[C@@]123
 : . | 6.2%
- C=CCN1C(=O)CSc2ccc(C(=O)NCc3ccco3)cc21
 : 19 | 0.6%
- CCN1CCN(CC(O)COC(C)C)CC1 (centres undefined)
 : -9 | 4.9%
- O=C(N/N=C\c1ccc(Cl)cc1)C1=NOC2COC3(CCN(c4ccc([N+](=O)[O-])cc4)CC3)OCC12 (centres undefined)
 : -4 | 1.9%
- O=C(NNS(=O)(=O)c1ccc(F)cc1)C1CCN(S(=O)(=O)c2ccccc2)CC1
 : -10 | -4.5%
- CC1=C(CC(=O)c2ccccc2)C(=O)c2ccccc2C1=O
 : -3 | .
- NC(=S)n1[nH]c(-c2ccccc2)c(N=Nc2ccccc2C(=O)N2CCOCC2)c1=O
 : -10 | -1.1%
- CCOc1ccccc1C(C(=O)NC1CCCC1)N(Cc1ccco1)C(=O)CNC(=O)c1ccco1 (centres undefined)
 : . | 4.5%
- CCc1ccc(/C=N/NC(=O)c2cc(C3CC3)nc3ccc(Br)cc23)s1
 : . | 0.7%
- COC(=O)NCC(c1cccnc1)N1CCOCC1 (centres undefined)
 : -3 | -1.5%
- O=c1[nH]c2cccnc2n1Cc1ccco1
 : -6 | 4.8%
- COc1cc2c(cc1OC)CN(c1ccc([N+](=O)[O-])c(C(F)(F)F)c1)CC2
 : 5 | -1.9%
- CCOc1[nH]n(-c2ccccc2)c(=O)c1C=Nc1ccc(C(=O)OC)cc1
 : -10 | 6.8%
- CC1CN(C(=O)CSc2nnc3c(Cl)cc(Cl)cn23)CC(C)O1 (centres undefined)
 : . | 0.9%
- Cc1ccc(NC(=O)c2ccc(Cn3cc([N+](=O)[O-])cn3)cc2)c(C)c1
 : 6 | 2.7%
- CC(=O)N1N=C(c2ccncc2)OC1(Cc1ccccc1)Cc1ccccc1
 : 10 | -3.2%
- Cc1cc(C(=O)CSc2nn3c(=O)c(C(C)(C)C)nnc3s2)c(C)n1-c1ccc(F)cc1
 : 8 | -0.6%
- COc1ccc(OC)c(C2C(C#N)=C(N)Oc3cc(C)n(Cc4ccccn4)c(=O)c32)c1 (centres undefined)
 : -3 | 1.4%
- C[n+]1cnc(-c2ccccc2)cc1-c1ccccc1
 : . | -4.3%
- CCCn1nc(C(=O)NCc2ccccn2)c2ccccc2c1=O
 : 7 | 0.2%
- COc1ccc(NC(=O)COC(=O)c2ccc(Cl)c(S(N)(=O)=O)c2)c([N+](=O)[O-])c1
 : 6 | -3.4%
- Cc1nc2ccccc2n1CCc1ccccc1
 : 7 | 5.3%
- O=C(CSc1nc2ccccc2o1)Nc1ccc(N2CCOCC2)cc1
 : . | -2.1%
- O=C1NC(=O)/C(=C/c2ccccn2)S1
 : . | 6.3%
- CN1CCN(C(=S)SCc2nc(N)nc(Nc3ccc(F)cc3)n2)CC1
 : 0 | 1.9%
- CCN(CC)C(=O)CSc1nc2ccccc2c(=O)n1OC
 : -9 | -3.3%
- Cc1cc(-c2ccccc2)nc2[n+]1CCN2C
 : -4 | -1.3%
- CC1=NN(c2ccccc2)C(=O)/C1=C\c1ccc(Br)s1
 : -4 | -0.4%
- CCNS(=O)(=O)c1ccc(NC(=O)c2ccccc2SCCOC)cc1
 : 5 | 1.3%
- CCOC(=O)c1ccc(NC(=O)c2cccc(S(=O)(=O)N3c4ccccc4CC3C)c2)s1 (centres undefined)
 : -8 | 0.3%
- O=c1cc(-c2ccccc2)c2ccc(O)c(CN3CCCCC3)c2o1
 : 10 | 0.6%
- O=C(CSc1nnc(-c2cccs2)o1)N1CCCc2ccccc21
 : . | -2.2%
- Cc1ccc(CNC(=O)CCS(=O)(=O)c2ccc(C)cc2)cc1
 : -11 | -0.3%
- COCCN(C(=S)Nc1ccccc1C)C(C)c1cccs1 (centres undefined)
 : 1 | -1.3%
- CCOC(=O)C1CCN(C(=O)CS(=O)Cc2nc(-c3ccc(C)cc3)oc2C)CC1 (centres undefined)
 : 6 | 2.0%
- O=C(N1CCOCC1)N(CCN1CCOCC1)Cc1cccc(Cl)c1
 : 13 | 0.2%
- Cc1ccc(C(=O)N/C(=C/c2ccc(-c3cccc([N+](=O)[O-])c3)o2)C(=O)NC(C)C)cc1
 : -8 | .
- CCNC(=S)NNC(=O)c1ccoc1C
 : . | -3.2%
- Cc1cc(CNC(=O)Cn2cc([N+](=O)[O-])cn2)c2ccccc2n1
 : -16 | 3.1%
- O=C(c1ccc(Cl)cc1)c1c[nH]c(C(=O)NNc2ccccc2)c1
 : -4 | 2.2%
- Brc1ccc(OCc2nnnn2-c2ccccc2)cc1
 : 10 | -2.0%
- Cc1ccc(NC(=O)c2ccc(OCc3c(C)noc3C)cc2)cc1
 : 6 | -1.0%
- C=CCN1c2ccccc2[C@]23C[C@@H](C(=O)OC)N(C(=O)c4ccco4)C2=NC(C(=O)OC)=C(C(=O)OC)[C@H]13
 : . | -0.1%
- CCOC(=O)N1CCN(C(=O)C(CC)c2ccccc2)CC1 (centres undefined)
 : -6 | 1.0%
- O=C(N/N=C/c1ccccc1[N+](=O)[O-])c1cccs1
 : 13 | 2.4%
- CCOC(=O)/C(=C/C1=CC(=C/N(C)C)/C(=O)O1)C(C)=O
 : 4 | 1.4%
- CCS(=O)(=O)c1ccc(O)c(NC(=O)CC2(CC(=O)O)CCCC2)c1
 : 11 | 3.2%
- COC(=O)c1cc(NC(=O)c2cccc(F)c2)cc(C(=O)OC)c1
 : . | -0.6%
- Cc1cc(NC(=O)CCc2ccc(S(=O)(=O)N3CCOCC3)cc2)n(-c2ccccc2)n1
 : . | -0.6%
- CC(C)NC[C@@H](O)c1ccc(O)c(O)c1
 : . | 0.5%
- CC1CCC(C(C)C)C(OCC(O)CN2CCCC(C)C2)C1 (centres undefined)
 : -13 | 3.3%
- CC(=O)NC(CCS(C)(=O)=O)C(=O)Nc1ccccc1Cl (centres undefined)
 : 2 | 1.9%
- Nn1c(SCC(=O)Nc2ccccc2F)nc2ccccc2c1=O
 : -7 | 3.2%
- Cc1ccccc1C(=O)N[C@H](C(=O)OCC(=O)c1ccc[nH]1)C(C)C
 : 5 | -1.3%
- O=C(O)C1CC=CCC1C(=O)NCCc1csc(-c2ccccc2)n1 (centres undefined)
 : . | -3.2%
- COc1cc(OC)c2c(OC)cccc2n1
 : . | 2.1%
- O=C(Nc1ncc(Cl)cn1)c1cccs1
 : 6 | -5.8%
- Cc1cc(Cl)c(OCCCSc2nc(C)cc(=O)[nH]2)c(Br)c1
 : 5 | 3.3%
- O=C(NNC(=O)c1ccc([N+](=O)[O-])cc1)c1ccncc1
 : 18 | 6.2%

# Next section:
# Value order: Mtb RmlCD inh | M. tuberculosis GlmU
- Fc1ccc(OCc2nnc(SCCN3CCOCC3)o2)cc1
 : . | 0.1%
- COc1ccccc1-c1nnc(SCC(=O)O)n1-c1ccc(C)cc1
 : -10 | 9.8%
- O=C(Nc1ccc(N2CCN(C(=O)c3cccs3)CC2)c(Cl)c1)c1ccco1
 : 12 | 2.7%
- COc1ccc(N(C)C(=O)c2onc3c2CCCC3)cc1
 : 10 | 4.2%
- COc1ccccc1CN1CCN(C(=O)c2ccncc2)CC1
 : 81 | .
- CCOC(=O)c1c(C)n(C)c2c(C)cc(O)c(OC(C)=O)c12
 : . | -3.4%
- CCOC(=O)c1cnc(SCC)[nH]c1=O
 : 11&-10 | 5.0%&1.6%
- Cn1c(=O)c(=O)n(C)c2cc(S(=O)(=O)N3CCOCC3)ccc21
 : . | 3.0%
- COc1ccc(Cl)cc1C(=O)NNC(=O)CSc1nnc2ccccn12
 : -4 | 2.1%
- COc1cccc(CNc2nc3nc(C)cc(=O)n3[nH]2)c1
 : . | -1.0%
- COc1ccc(NS(=O)(=O)c2ccc3nc(COc4ccc5ccccc5c4)[nH]c3c2)cc1
 : 5 | 0.4%
- CCOC(=O)c1sc(NC(=O)C(CC)Sc2nnc3c4ccccc4n(C(C)C)c3n2)nc1C (centres undefined)
 : . | 1.7%
- CC(C)Cn1c(N)c(C(=O)CSc2ccc3c(c2)OCCO3)c(=O)n(C)c1=O
 : . | 16%
- Cc1ccc(-n2c(SCC(=O)Nc3ccc(N4CCOCC4)cc3)nc3ccccc3c2=O)cc1
 : -9 | -0.8%
- COc1cc(OC)c2c(-c3ccccc3)cc(=O)oc2c1C(CCN1CCCCC1)c1ccc2c(c1)OCO2 (centres undefined)
 : -9 | -5.4%
- CC(C)OC(=O)/C(=C/c1ccco1)c1ccccc1
 : 14 | -4.7%
- Cc1nn(C)c(C(=O)NNC(=S)NC2CCCCC2)c1Br
 : . | -3.1%
- NC(=O)c1ccccc1NC(=O)CS(=O)(=O)Cc1ccccc1
 : 8 | 15%*
- Cc1ccc(OCCC(=O)Nc2ccc(F)c(F)c2)cc1
 : -3 | -3.0%
- CCCCCCOc1ccc(/C(N)=N/O)cc1
 : 1 | -3.6%
- CC(=NCc1ccc2c(c1)OCO2)c1c(O)n(Cc2ccccc2)c(=O)[nH]c1=O
 : 6 | 3.8%
- Cc1c(Br)c([N+](=O)[O-])nn1CC(=O)NCc1ccccc1
 : -9 | 1.8%
- Cc1oc(/C=N/NC(=O)CN(c2ccccc2Br)S(C)(=O)=O)cc1Br
 : . | -1.6%
- CC(C)N(Cc1nc(-c2ccc(Cl)cc2)no1)C(=O)C(c1ccccc1)c1ccccc1
 : -10 | 2.2%
- O=C1CC(N2CCN(C(c3ccccc3)c3ccccc3)CC2)C(=O)N1Cc1ccc(N2CCCC2=O)cc1 (centres undefined)
 : 3 | -3.5%
- CC(C)Cn1cnc2c(c1=O)c1nc3ccccc3nc1n2Cc1ccc2c(c1)OCO2
 : . | 0.8%
- CC1=CC(=O)C=C(C)C1=NOC(=O)c1cccc([N+](=O)[O-])c1
 : -11 | -0.2%
- Cc1c(Cl)cnc(NC(=O)CSc2nncs2)c1Cl
 : . | 1.7%
- O=C(Cc1ccc(-c2ccccc2)cc1)NC1CCCC1
 : . | -5.1%
- CCc1ccc(NC(=O)N(C2CCCCC2)C(C)c2cccnc2)cc1 (centres undefined)
 : 10 | -4.0%

# Retrieved by structure from above:
# Value order: Mtb RmlCD inh | M. tuberculosis GlmU
- CCOC(=O)c1cnc(SCC)[nH]c1=O
 : 11&-10 | 5.0%&1.6%
- NC(=O)c1ccccc1NC(=O)CS(=O)(=O)Cc1ccccc1
 : 8 | 15%*
- COc1ccc(Cl)cc1C(=O)NNC(=O)CSc1nnc2ccccn12
 : -4 | 2.1%
- CC(=NCc1ccc2c(c1)OCO2)c1c(O)n(Cc2ccccc2)c(=O)[nH]c1=O
 : 6 | 3.8%

# (cont.)
# Value order: Mtb RmlCD inh | M. tuberculosis GlmU
- Cc1ccc(NC2=CC(=O)CC(C)(C)C2)c(N)c1
 : . | 0.1%
- Nc1cc(-c2ccc(Cl)cc2)nn1S(=O)(=O)c1ccc(Cl)cc1
 : . | -3.2%
- CC(=O)Nc1ccc(NC(=O)CN(C)CCC#N)cc1
 : . | -1.1%
- CCC(C)NCC(O)(c1ccc(Cl)cc1)c1ccc(Cl)cc1 (centres undefined)
 : -1 | 2.2%
- O=C(c1cnsn1)N1CCN(c2ccccn2)CC1
 : . | 0.2%
- CC1=C(C(=O)Nc2ccc(Cl)cc2)C(c2ccncc2)C(C#N)=C(SCC(N)=O)N1 (centres undefined)
 : . | 4.1%
- CCc1c(C)[nH]n(-c2ccc(Oc3ccccc3)c(S(=O)(=O)O)c2)c1=O
 : . | 157µM*
- Cc1c(NC(=O)C(C)OC(=O)[C@@H](NC(=O)c2ccccc2)C(C)C)c(=O)n(-c2ccccc2)n1C (some centres undefined)
 : 2 | 1.9%
- N#CCCN1CCN(C2=NC(=O)C(=C3CCCCC3)S2)CC1
 : . | 4.5%
- CN(C)S(=O)(=O)c1cccc(C(=O)Nc2ccc(N3CCOCC3)cc2)c1
 : . | 0.5%
- O=[N+]([O-])c1ccc(/C=N/N/C(=N/c2ccccn2)c2ccccn2)cc1
 : . | -0.2%
- CCOc1ccccc1-n1cnc2cc(C(=O)NCc3ccco3)ccc21
 : . | -3.3%
- COc1ccc(C(=O)NC(=S)NNC(=O)Cc2cccs2)cc1
 : 15 | -2.4%
- COc1ccccc1-c1nnc(NC(C)=O)s1
 : 11 | 0.9%
- COc1cc2sc3ccc(C#CC4(O)CCCCC4)cc3c(=O)c2cc1OC
 : . | 6.3%
- O=C(Nc1nncs1)c1ccc(S(=O)(=O)c2ccccc2)cc1
 : 9 | -7.1%
- CCc1ccc(C(c2c(C)nn(-c3ccccc3)c2N)c2c(C)nn(-c3ccccc3)c2N)cc1
 : . | -5.3%
- CC1(OC(=O)c2cnc3ccccc3n2)C(=O)C=C2C=C(C3CC3)OC=C2C1=O (centres undefined)
 : . | 2.6%
- O=C(O)CC(NC(=O)C12CC3CC(CC(C3)C1)C2)c1ccc(OC2CCCC2)cc1 (centres undefined)
 : 2 | -0.6%
- CCn1c2ccccc2c2cc(NC(=O)COC(=O)c3cc(S(=O)(=O)N4CCCCC4)ccc3Cl)ccc21
 : -10 | 1.6%
- CCOC(=O)C1CCN(CC(O)COCc2ccc3c(c2)OCO3)CC1 (centres undefined)
 : 14 | 2.0%
- CC1=C(C(=O)Nc2cccc([N+](=O)[O-])c2)C2(CCC(C)CC2)OC1=O (centres undefined)
 : 3 | 1.7%
- CCOC(=O)c1cnc(-n2nc(C)cc2C)nc1NCCO
 : . | -1.8%
- O=C(CCc1ccccc1)Nc1nc2c(F)cc(F)cc2s1
 : -2 | -3.2%
- O=C(/C=C/c1cccc([N+](=O)[O-])c1)N1CCN(c2ccc(F)cc2)CC1
 : -9 | -3.7%
- Cc1cc(C)n(-c2cc(N3CCN(C(=O)c4cccc(Br)c4)CC3)ccc2[N+](=O)[O-])n1
 : -7 | -1.6%
- COc1ccc(C(=S)N2CCN(c3ccccc3C)CC2)cc1
 : -7 | -0.9%
- CCOC(=O)CC(=O)CSc1nc(-c2ccc3c(c2)OCO3)cc(C(F)(F)F)c1C#N
 : -7 | -0.1%
- CCOC(=O)c1nn(-c2ccc(C)cc2)c(C)c1C(C)=O
 : -5 | 2.9%
